Bioassay records from PubChem.
Tb PYK inh: blocks Trypanosoma brucei pyruvate kinase | Q57TT1 | TbPYK enzyme, Kinase-Glo Plus ATP luminescence, 45 min | Potency, µM (top dose mostly 76.8 µM), for inactives: at the top dose activity, negative = inhibition, most hits filed as inhibitors | 410,000 tested, 0.12% active; note: potency is the fitted concentration of half-maximal effect; % is set by controls: 0 for no effect and ±100 for the full control effect; nearly all actives have a fitted effect of over 50% in size
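TbPYK + substrate in 50 mM TEA pH 7.2, 100 mM KCl, 10 mM MgCl2, 0.05% BSA, 0.01% Tween-20; cpd pinned; ADP 130 uM final; 45 min RT; Kinase-Glo Plus 10 min; luminescence endpoint.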
Cycloheximide cs: counter-screen for Shiga toxin inhibitors: cycloheximide protein synthesis inhibition | max response, % | cell reporter, cycloheximide protein synthesis inhibition counterscreen | 300,000 tested, 12% active; in the data active = max response mostly above about 13%, no sharp cut-off; inactive = mostly below about 14%; note: read at 38.3 µM for the half of the compounds with a filed dose; 0% is about no effect
LmPK inh: blocks Leishmania mexicana pyruvate kinase activity; Potency, µM (highest dose often 57.5 µM), inactives show top-dose activity change, negative = inhibition, hits mostly inhibitors; purified LmPK, Kinase-Glo ATP luminescence, 1 h; AID 1721; Q27686; 290,000 tested, 0.37% active; note: potency is the fitted concentration of half-maximal effect; % is set by controls: 0 for no effect and ±100 for the full control effect
Target sequence (Q27686 whole entry, looked up): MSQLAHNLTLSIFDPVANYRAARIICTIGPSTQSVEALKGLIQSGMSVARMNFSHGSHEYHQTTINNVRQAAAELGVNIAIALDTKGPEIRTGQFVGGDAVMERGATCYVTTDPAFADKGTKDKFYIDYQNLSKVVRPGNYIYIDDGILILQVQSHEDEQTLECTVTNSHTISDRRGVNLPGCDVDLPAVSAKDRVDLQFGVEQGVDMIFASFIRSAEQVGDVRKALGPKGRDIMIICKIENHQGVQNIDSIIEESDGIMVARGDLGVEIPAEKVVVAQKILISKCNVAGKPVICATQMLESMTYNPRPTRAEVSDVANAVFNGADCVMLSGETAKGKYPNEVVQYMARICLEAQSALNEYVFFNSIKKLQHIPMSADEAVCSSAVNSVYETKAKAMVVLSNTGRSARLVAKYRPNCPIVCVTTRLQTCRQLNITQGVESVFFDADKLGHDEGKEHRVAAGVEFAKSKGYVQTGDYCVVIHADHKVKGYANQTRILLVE
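Kinase-Glo luminescence read after 1 h RT reaction of 0.1 nM LmPK with 0.5 mM PEP and 0.1 mM ADP. Activity scaled between uninhibited and enzyme-free controls.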
HCV inhibitor: HCV inhibition; Huh7.5.1 HCVcc-Cre infection, luciferase reporter, 44 h; 340,000 tested, 3.4% active; Potency, µM (top dose mostly 41.8 µM), inactives show at the top dose activity change, negative = inhibition, actives largely listed as inhibitors; AID 651820; note: potency is the fitted concentration of half-maximal effect; % is set by controls: 0 for no effect and ±100 for the full control effect
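Antiviral activity was scored by luciferase reporter output from cells infected with HCVcc-Cre (~0.5 moi) in presence of compound, 44 h infection period, cells seeded 1,000/well 4 h prior.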
Pf growth 96h: P. falciparum growth inhibition at 96 hours; P. falciparum luciferase reporter growth, 96 h; Potency, µM (titrated, usually from 28.7 µM), inactives show at the highest dose activity change, negative = inhibition, usual class: inhibitors; 320,000 tested, 6.9% active; note: potency is the fitted concentration of half-maximal effect; % is set by controls: 0 for no effect and ±100 for the full control effect
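Two parasite generations (96 h, 37 C, 5% CO2) of compound exposure in infected erythrocytes (0.05% parasitemia, 2% hematocrit). Luciferase-reporter P. falciparum; decreased luminescence indicates inhibited growth, aimed at apicoplast-acting delayed death.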
Pf growth 48h: P. falciparum growth inhibition at 48 hours (one generation). 310,000 tested, 5.9% active. Potency, µM (highest dose often 28.7 µM), for inactives: at the highest dose activity change, negative = inhibition, hits mostly inhibitors. P. falciparum luciferase growth in erythrocytes, 48 h; note: potency is the fitted concentration of half-maximal effect; % is set by controls: 0 for no effect and ±100 for the full control effect
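Growth was read as firefly luciferase luminescence after a 48 h, 37 C, 5% CO2 exposure of compounds to reporter-bearing P. falciparum cultures (0.1% parasitemia, 2% hematocrit final) in Albumax-supplemented RPMI 1640.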
Shiga toxin inh: blocks Shiga toxin action in Vero cells; Vero cells, Shiga toxin protein synthesis inhibition reporter; inhibition, % at 38.7 µM; 290,000 tested, 9.2% active; in the data active = inhibition mostly above about 28%, no sharp cut-off; inactive = mostly below about 43%; note: 0% is about no effect
Starred values were filed as active, the others as inactive; & = joins results of further samples; [ ] = dose if it differs, or a comment. Unless noted, calls come from the whole dose curve; as a rule, active = well fitted curve in the direction sought with a large enough effect; inconclusive = small, poorly fitted or top-dose-only effect, or another doubt; inactive = no such curve, though single readings can be large; an effect the other way counts as inactive or inconclusive. This is a random part of the collection, and some 24% of all compounds hit somewhere here.

For CCn1c(C)cc(/C=C2\C(=O)NC(=O)N(c3ccccc3C)C2=O)c1C the results were Tb PYK inh 2%, Cycloheximide cs -1, LmPK inh 2%, HCV inhibitor 10%, Pf growth 96h 0%, Pf growth 48h -1% and Shiga toxin inh -10.
For Cc1ccnc2c(N3C(=O)C4C5C=CC(C5)C4C3=O)cccc12 (stereo unspecified) the results were Tb PYK inh -7%, Cycloheximide cs 0, LmPK inh 9%, HCV inhibitor 6%, Pf growth 96h 82%[activator] and Shiga toxin inh -8.
CCOc1ccc(-c2c(C)sc3nc[nH]c(=O)c23)cc1 was read as Tb PYK inh -5%, Cycloheximide cs 1, LmPK inh -2%, HCV inhibitor -29%, Pf growth 96h 2% and Pf growth 48h 4%.
`CCOC(=O)C1=C(N)OC2=C(C(=O)CC(C)(C)C2)C1c1ccoc1` (stereo unspecified) gave Tb PYK inh -15%, Cycloheximide cs -2, LmPK inh 0%, HCV inhibitor 10%, Pf growth 96h inconclusive, Pf growth 48h 21% and Shiga toxin inh 3.
`Cc1ccc(C(=O)Nc2cccc(C(=O)N3CCOCC3)c2)cc1Cl` gave Tb PYK inh 4%, Cycloheximide cs 16*, LmPK inh 7%, HCV inhibitor inconclusive, Pf growth 96h -27%, Pf growth 48h 25% and Shiga toxin inh 36.
For COc1cc2ccccc2cc1C(=O)Nc1nnc(-c2ccncc2)o1 the results were Tb PYK inh 2%, Cycloheximide cs -1, LmPK inh 6%, HCV inhibitor -10%, Pf growth 96h 24%, Pf growth 48h 1% and Shiga toxin inh -9.
Screening CCOC(=O)c1ccc(N2CSC3=C(C#N)C(c4ccc(OC)cc4OC)CC(=O)N3C2)cc1 (stereo unspecified) returned Tb PYK inh inconclusive, Cycloheximide cs -3, LmPK inh 1%, HCV inhibitor 3%, Pf growth 96h inconclusive and Shiga toxin inh 49.
Screening COc1ccc(CCNC(=O)CCCCCNC(=O)N2CCn3c2nc2ccccc23)cc1OC returned Tb PYK inh 0%, Cycloheximide cs -1, LmPK inh 5%, HCV inhibitor -7%, Pf growth 96h 15µM*, Pf growth 48h inconclusive and Shiga toxin inh 5.
Screening Cc1ccccc1CSCC(=O)c1c(N)n(C)c(=O)n(C)c1=O returned Tb PYK inh -14%, Cycloheximide cs 12, LmPK inh -2%, HCV inhibitor inconclusive, Pf growth 96h inconclusive, Pf growth 48h 12% and Shiga toxin inh 16.
For Cc1cc(/C=N/NC(=O)c2ccccn2)c(C)n1-c1cccc([N+](=O)[O-])c1 the results were Tb PYK inh -1%, Cycloheximide cs 50*, LmPK inh -4%, HCV inhibitor inconclusive, Pf growth 96h 4.7µM*, Pf growth 48h -6% and Shiga toxin inh 90*.
COc1cccc(/C(O)=C2\C(=O)C(=O)N(c3ccccn3)C2c2ccccc2OC)c1 (stereo unspecified) was read as Tb PYK inh -9%, Cycloheximide cs -1, LmPK inh -2%, HCV inhibitor 4%, Pf growth 96h 5.2µM*, Pf growth 48h 8% and Shiga toxin inh 28.
CC(C)(C)c1ccc(C(=O)NCC(=O)OCC(=O)NC(=O)NC2CCCC2)cc1 was read as Tb PYK inh 10%, HCV inhibitor 26%, Pf growth 96h 9% and Pf growth 48h -2%.
Screening CC(=O)c1cc(C#N)c(NCc2cc(-c3ccccc3)no2)nc1C returned Tb PYK inh -1%, Cycloheximide cs 20, LmPK inh 5%, HCV inhibitor inconclusive, Pf growth 96h inconclusive, Pf growth 48h 5% and Shiga toxin inh 11.
Screening CS(=O)(=O)N(CC(=O)Nc1cccnc1)c1ccc2c(c1)OCCO2 returned Tb PYK inh 16%, Cycloheximide cs -1, LmPK inh 3%, HCV inhibitor 15%, Pf growth 48h -12% and Shiga toxin inh -4.
COc1ccccc1NC(=O)/C=C1\NC(=O)CS1 was read as Tb PYK inh -8%, Cycloheximide cs 45, LmPK inh -9%, HCV inhibitor 18%, Pf growth 96h 12%, Pf growth 48h 20% and Shiga toxin inh 84.
`COc1ccc(N2CC(C(=O)Nc3nnc(SCCC4OCCO4)s3)CC2=O)cc1` (stereo unspecified) gave Tb PYK inh -15%, Cycloheximide cs 0, LmPK inh 1%, HCV inhibitor 5%, Pf growth 96h 13µM*, Pf growth 48h inconclusive and Shiga toxin inh -5.
`CC(C)CCNC(=O)C1CC(c2cccc(F)c2)=NO1` (stereo unspecified) gave Tb PYK inh 3%, Cycloheximide cs 1, LmPK inh -1%, HCV inhibitor 9%, Pf growth 96h -14%, Pf growth 48h 47%[activator] and Shiga toxin inh -3.
For CC(/C=C/c1ccc2c(c1)OCO2)=N/NC(=O)c1cccnc1 the results were Tb PYK inh 1%, Cycloheximide cs 23*, LmPK inh -4%, HCV inhibitor -6%, Pf growth 96h 39%[activator], Pf growth 48h 36%[activator] and Shiga toxin inh 62*.
For CC(C)OCCCNC(=O)CN1C(=O)CSc2ccc(S(=O)(=O)N3CCCCC3)cc21 the results were Tb PYK inh 4%&2%, Cycloheximide cs 18, LmPK inh 0%, HCV inhibitor 10%, Pf growth 96h -103%, Pf growth 48h inconclusive and Shiga toxin inh 11.
For O=C(Nc1nc2ccc(F)cc2s1)C1CC(=O)N(c2ccc3c(c2)OCCO3)C1 (stereo unspecified) the results were Tb PYK inh -6%, HCV inhibitor -1%, Pf growth 96h -5% and Pf growth 48h -9%.

Next part, starting with the last 4 of the part before.
`CC(C)CCNC(=O)C1CC(c2cccc(F)c2)=NO1` (stereo unspecified) gave Tb PYK inh 3%, Cycloheximide cs 1, LmPK inh -1%, HCV inhibitor 9%, Pf growth 96h -14%, Pf growth 48h 47%[activator] and Shiga toxin inh -3.
For CC(/C=C/c1ccc2c(c1)OCO2)=N/NC(=O)c1cccnc1 the results were Tb PYK inh 1%, Cycloheximide cs 23*, LmPK inh -4%, HCV inhibitor -6%, Pf growth 96h 39%[activator], Pf growth 48h 36%[activator] and Shiga toxin inh 62*.
For CC(C)OCCCNC(=O)CN1C(=O)CSc2ccc(S(=O)(=O)N3CCCCC3)cc21 the results were Tb PYK inh 4%&2%, Cycloheximide cs 18, LmPK inh 0%, HCV inhibitor 10%, Pf growth 96h -103%, Pf growth 48h inconclusive and Shiga toxin inh 11.
For O=C(Nc1nc2ccc(F)cc2s1)C1CC(=O)N(c2ccc3c(c2)OCCO3)C1 (stereo unspecified) the results were Tb PYK inh -6%, HCV inhibitor -1%, Pf growth 96h -5% and Pf growth 48h -9%.
Screening Cc1cc(OCC(=O)NC(C)C)cc(C)c1Cl returned Tb PYK inh -3%, Cycloheximide cs 7, LmPK inh -4%, HCV inhibitor -22%, Pf growth 96h inconclusive, Pf growth 48h inconclusive and Shiga toxin inh 15.
N/C(=N/OC(=O)c1ccccc1Cl)c1ncc([N+](=O)[O-])s1 was read as Tb PYK inh -1%, Cycloheximide cs 35*, LmPK inh -9%, HCV inhibitor 11µM*, Pf growth 96h inconclusive, Pf growth 48h inconclusive and Shiga toxin inh 68*.
Cc1ccccc1CNC(=O)c1ccccc1N(C)S(=O)(=O)c1ccccc1 was read as Tb PYK inh -7%, Cycloheximide cs -2, LmPK inh -1%, HCV inhibitor -11%, Pf growth 96h -18% and Pf growth 48h inconclusive.
For O=C(NCc1ccco1)C(=O)NCC(c1ccco1)N1CCOCC1 (stereo unspecified) the results were Tb PYK inh 0%, Cycloheximide cs -1, LmPK inh -4%[11.5 µM], HCV inhibitor 21%, Pf growth 96h 14%, Pf growth 48h 0% and Shiga toxin inh -18.
For Cn1cccc1-c1nc2ccc(NC(=O)c3ccc([N+](=O)[O-])cc3)cc2[nH]1 the results were Tb PYK inh 6%, Cycloheximide cs -2, LmPK inh -1%, HCV inhibitor inconclusive, Pf growth 96h inconclusive and Shiga toxin inh -17.
For Cc1ccc(CC(=O)Nc2ccccc2-c2ccccc2)cc1C the results were Tb PYK inh 6%, Cycloheximide cs -2, LmPK inh 6%, HCV inhibitor -4%, Pf growth 96h inconclusive, Pf growth 48h 2% and Shiga toxin inh 4.
`CCC(=NC)C1=C(O)CC(c2ccccc2)CC1=O` (stereo unspecified) gave Tb PYK inh 0%, Cycloheximide cs 8, LmPK inh -7%, HCV inhibitor -1%, Pf growth 96h 1%, Pf growth 48h -18% and Shiga toxin inh 69.
`Cc1ccc(-c2nc3ccccc3c(=O)n2-c2ccccn2)cc1` gave Tb PYK inh -15%, Cycloheximide cs -1, LmPK inh -3%, HCV inhibitor 5%, Pf growth 96h 2%, Pf growth 48h 17% and Shiga toxin inh -4.
Screening COc1cccc(C=N[C@@H](CO)[C@@H](O)c2ccc([N+](=O)[O-])cc2)c1O returned Tb PYK inh -4%, Cycloheximide cs -1, LmPK inh -6%, HCV inhibitor -3%, Pf growth 96h 34%[activator], Pf growth 48h 13% and Shiga toxin inh -12.
`Cc1cc(Br)ccc1SCC(=O)OCC(=O)NC1CCCC1` gave Tb PYK inh -5%, Cycloheximide cs 5, LmPK inh -3%, HCV inhibitor 18%, Pf growth 96h 15%, Pf growth 48h -3% and Shiga toxin inh -8.
For CCC(=O)Nc1ccc(S(=O)(=O)c2ccc(NC(=O)CC)cc2)cc1 the results were Tb PYK inh 4%, Cycloheximide cs -3, LmPK inh -3%, HCV inhibitor -4%, Pf growth 96h -21%, Pf growth 48h 54%[activator] and Shiga toxin inh -3.
c1ccc(CSc2nnc(Cc3ccccn3)o2)cc1 was read as Tb PYK inh 1%, Cycloheximide cs 25*, LmPK inh -3%, HCV inhibitor -1%, Pf growth 48h 29% and Shiga toxin inh 46.
For CN(C)CCCC(C)(O)C(C)(C)c1ccccc1 (stereo unspecified) the results were Tb PYK inh 6%, Cycloheximide cs -1, LmPK inh -2%, HCV inhibitor 25%, Pf growth 96h -1%, Pf growth 48h -13% and Shiga toxin inh 14.
For CN1C(=O)NC(c2cccc(O)c2)C(C(=O)c2cccs2)C1(O)C(F)(F)F (stereo unspecified) the results were Tb PYK inh 2%, Cycloheximide cs 57*, LmPK inh -1%, HCV inhibitor -3%, Pf growth 96h 171%[activator], Pf growth 48h -22% and Shiga toxin inh 85*.
For COc1ccc(OCC(=O)NCCc2c[nH]c3ccccc23)cc1 the results were Tb PYK inh 5%, Cycloheximide cs 1, LmPK inh 2%, HCV inhibitor -15%, Pf growth 96h 0%, Pf growth 48h -6% and Shiga toxin inh 2.
Screening COc1cc(CN2CC(=O)N(c3ccc(C)cc3)C2=S)cc(OC)c1OC returned Tb PYK inh -17%, Cycloheximide cs 0, LmPK inh 5%, HCV inhibitor inconclusive, Pf growth 96h -14%, Pf growth 48h 0.83µM* and Shiga toxin inh -10.
CCCNC(=O)c1ccccc1NC(=O)c1ccccc1SC was read as Tb PYK inh 1%, Cycloheximide cs 6, LmPK inh 0%, HCV inhibitor -4%, Pf growth 96h 37%, Pf growth 48h -17% and Shiga toxin inh 11.
CCCCC(=O)Nc1cccc(-c2csc(-c3ccccc3)n2)c1 was read as Tb PYK inh -5%, Cycloheximide cs 12, LmPK inh 2%, HCV inhibitor inconclusive, Pf growth 96h inconclusive, Pf growth 48h inconclusive and Shiga toxin inh 61*.
`C=CCn1c(C)cc(C(=O)CN2C(=O)c3ccccc3C2=O)c1C` gave Tb PYK inh -6%, Cycloheximide cs 12, LmPK inh 4%, HCV inhibitor 5%, Pf growth 96h inconclusive, Pf growth 48h 3% and Shiga toxin inh 28.
